Bioassay records as filed in PubChem.
T cell HTS: T cell immune modulators affecting CD8 T cell-vesicle binding; 2C CD8+ T cell-vesicle binding, flow cytometry; stronger effect = lower value; calls only at 7 µM; hit rate 0.068% among 330,000;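 active = response, share of CD8 T cells binding vesicles, and their 90th percentile fluorescence all below set limits, cut at about 80% in these data, passing the limit was not always enough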
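Material: 2C TCR transgenic mouse naive CD8+ T cells, MACS-purified. Also added: QL9-charged Drosophila Ld/ICAM-1/B7-1 vesicles. Timing: binding 1.5 h at 37 °C. Measured by: high-throughput flow cytometry with anti-B7-1 and anti-CD8 staining. Read-out: percent CD8+ FL2 mean versus row control. Controls: Unloaded micro-vesicles (low), QL9 vesicles with 0.7% DMSO (high).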
T cell HTS vesicle-bound %: also measured in T cell HTS; calls as there; double positive events, %; measured here: CD8+ vesicle-bound cell fraction;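 binding gate set so that unloaded-vesicle control wells show 10% double positive cells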
Numbers without * were called inactive; i = inactive. This is a subset; rates above refer to the full screens.

SMILES	T cell HTS	T cell HTS vesicle-bound %
COC(=O)C1(Cc2cc(-c3ccccc3)no2)CCN(C(=O)OC(C)(C)C)CC1	i	31
CCOn1c(=O)c(-c2cccc(Br)c2)[n+]([O-])c2ccccc21	i	51
O=C(c1ccco1)N1CCN(CCOc2ccc(F)cc2)CC1	i	26
CCOC(=O)N1CCN(C(=O)CCN2C(=O)c3ccccc3S2(=O)=O)CC1	i	46
O=C(COc1ccccc1Cl)N1CCc2ccccc2C1	i	48
COc1cc(C(=O)N/N=C/c2ccc(OC(=O)c3cccc(C)c3)cc2)ccc1O	i	64
Cc1cccc(OCc2nnc(SCC(=O)Nc3ccc(N4CCOCC4)cc3)o2)c1	i	19
COc1ccccc1/C=C1\SC(=S)N(CCC(=O)Nc2cccc(O)c2)C1=O	i	57
O=C(NCc1ccccn1)c1cc(Cl)ccc1OCc1ccccc1	i	45
CCCCOC(=O)C1=C(C)NC(=O)NC1c1ccc(N(C)C)cc1 (stereo unspecified)	i	55
Cc1ccc(S(=O)(=O)NC2CC2)cc1[N+](=O)[O-]	i	53
Cc1cc(NS(=O)(=O)c2ccc(NC(=O)c3ccc([N+](=O)[O-])c(Cl)c3)cc2)no1	i	57
COc1cc(Cn2nnc3ccccc32)cc(Br)c1O	i	33
CC1CN(CCOCCOc2ccccc2-c2ccccc2)CC(C)O1 (stereo unspecified)	i	54
COc1ccc(N2CCN(C(=O)C3CCN(C(=O)c4ccccc4Cl)CC3)CC2)cc1	i	50
CN(C)CCCN(C(=O)c1ccc(S(=O)(=O)N2CCCCCC2)cc1)c1nc2c(F)cc(F)cc2s1	i	50
COCCNC(=O)c1ccc(N2CC3CC(C2)c2cccc(=O)n2C3)c(NC(=O)c2ccc(Br)o2)c1 (stereo unspecified)	i	22
COC(=O)c1cn(CC(=O)Nc2ccccc2C)c2ccccc12	i	53
COc1cccc(CNC(=O)CCCn2ccc3cc(S(=O)(=O)N4CCCC4)ccc32)c1	i	27
COc1ccccc1N1CCN(S(=O)(=O)c2ccc(-c3cnc(C4CC4)o3)cc2)CC1	i	45

4 entries picked at random from those above:
SMILES	T cell HTS	T cell HTS vesicle-bound %
CCCCOC(=O)C1=C(C)NC(=O)NC1c1ccc(N(C)C)cc1 (stereo unspecified)	i	55
COCCNC(=O)c1ccc(N2CC3CC(C2)c2cccc(=O)n2C3)c(NC(=O)c2ccc(Br)o2)c1 (stereo unspecified)	i	22
COc1ccccc1/C=C1\SC(=S)N(CCC(=O)Nc2cccc(O)c2)C1=O	i	57
COc1cc(C(=O)N/N=C/c2ccc(OC(=O)c3cccc(C)c3)cc2)ccc1O	i	64

(next part)
SMILES	T cell HTS	T cell HTS vesicle-bound %
COc1ccc(OC)c2c1cc(C(=O)N[C@@H](C)C(=O)N[C@@H](C(=O)O)c1ccccc1)n2C	i	58
Cc1ccc2cccc(SCC(=O)Nc3ccc(F)cc3)c2n1	i	37
O=C(Nc1ccc(F)cc1)C(=O)c1cn(CC(=O)N2CCOCC2)c2ccccc12	i	11
Cc1ccc2c(c1)N(CC(=O)N1CCCCC1)C(=O)CO2	i	45
CC(C)OCCCNC(=O)c1cc(-c2cccnc2)nc2ccccc12	i	34
CC(C)Oc1ccc(C(=O)Nc2ccc(S(=O)(=O)N3CCN(C)CC3)cc2)cc1	i	60
Cc1cc(Cl)ccc1OCC(O)CNCCc1ccc(S(N)(=O)=O)cc1 (stereo unspecified)	i	14
CCCOc1ccc(NC(=O)CC2C(=O)OCC3CCCCN32)cc1 (stereo unspecified)	i	30
O=C(CCN1C(=O)c2ccccc2C1=O)NCc1ccccc1	i	28
COc1ccc(NC(=O)CCNC(=O)Cn2cnc3sc4c(c3c2=O)CCCC4)c(OC)c1	i	52
CCOc1ccc2[nH]c3c(NCCN(C)C)ncnc3c2c1	i	50
Cc1ccccc1C(=O)c1cn[nH]c1-c1ccccc1O	i	53
COc1ccc(C(=O)N2CCN(C)C(C)C2)cc1OC1CCN(C(C)=O)CC1 (stereo unspecified)	i	38
CCCN(CC(=O)Nc1ccccc1C)C(=O)c1ccc(N2CCCC2)c([N+](=O)[O-])c1	i	9
COc1cc(SC)ccc1C(=O)N1CCN(S(=O)(=O)/C=C/c2ccccc2)CC1	i	42
COc1cccc(N2CCN(c3ccc([N+](=O)[O-])cn3)CC2)c1	i	53
COc1ccc(C(=O)COC(=O)CCCC(=O)NC2CCCCC2)cc1	i	12
O=c1[nH]c(O)c(N=Nc2ccc(Cl)c(S(=O)(=O)Nc3ccccc3Cl)c2)c(=O)[nH]1	i	42
COc1ccc2oc(C(=O)OCC(=O)NC3CCCC3)c(C)c2c1	i	37
CN(Cc1cnn(C)c1)C(=O)C1CCC(=O)N(C2CCCCCC2)C1 (stereo unspecified)	i	33

Compounds shown so far with an NH in an aromatic ring, in the order listed:
SMILES	T cell HTS	T cell HTS vesicle-bound %
CCOc1ccc2[nH]c3c(NCCN(C)C)ncnc3c2c1	i	50
Cc1ccccc1C(=O)c1cn[nH]c1-c1ccccc1O	i	53
O=c1[nH]c(O)c(N=Nc2ccc(Cl)c(S(=O)(=O)Nc3ccccc3Cl)c2)c(=O)[nH]1	i	42

(continued)
SMILES	T cell HTS	T cell HTS vesicle-bound %
CN(C)c1ccccc1-c1csc(N2CCC(C(N)=O)CC2)n1	i	13
CSc1ccc(C(=S)N2CCCC2)cc1	i	33
O=C(CN1C(=O)NC2(CCc3ccccc32)C1=O)Nc1ccc(Br)cc1F (stereo unspecified)	i	17
Cc1cc(NC(=O)CSc2nccn2-c2cccc(F)c2)no1	i	33
COc1ccc(CCC(=O)Nc2nnc(C(F)(F)F)s2)cc1	i	65
CC(=O)Nc1ccc(S(=O)(=O)N/N=C/c2cccnc2)cc1	i	58
CCOc1cc(C2NC(=O)CCC2[N+](=O)[O-])cc(Br)c1OC (stereo unspecified)	i	14
O=C(CSc1n[nH]c(=O)n1-c1cccnc1)Nc1ccccc1Cl	i	26
Cc1cccc(NS(=O)(=O)c2cccc(C(=O)N3CCN(S(=O)(=O)c4ccccc4)CC3)c2)c1	i	61
N#CCC(=O)N/N=C/c1ccc(N2N=C(c3ccccc3)CC2c2ccccc2)cc1 (stereo unspecified)	i	13
Cn1ccc(C(=O)N/N=C/c2cccnc2)n1	i	23
CC(=O)Nc1c(-c2ccccc2)nc2ccc(Cl)cn12	i	56
O=C(/C=C/c1ccc(Cl)c(Cl)c1)N1CCOCC1	i	63
COCCN1CCN(C(=O)c2cc(COc3ccc(F)c(F)c3)on2)CC1	i	42
COc1ccc(CCNC(=O)CC(=O)NCCc2ccc(OC)cc2)cc1	i	19
Cc1ccc(C(=O)OCC(=O)NC(=O)NCc2ccccc2)cc1C	i	34
COCc1ccc(C(=O)NC2CCCN(Cc3ccccc3F)C2)o1 (stereo unspecified)	i	25
O=c1[nH]c(C2CCN(S(=O)(=O)/C=C/c3ccccc3)CC2)nc2c1nnn2Cc1ccccc1	i	21
CCOC(=O)[C@H]1[C@H]2COc3ccc(C)cc3[C@@H]2N2C(=O)c3cc(Cl)ccc3NC(=O)[C@@]12C	i	14
CCCCn1c(-c2cccnc2)nc2cc3[nH]c(=O)c(C(C)C)nc3cc21	i	47
CCOc1ccc(OCCNC(=O)C(NC(=O)c2c(F)cccc2F)C(C)C)cc1 (stereo unspecified)	i	13
COc1cccc(CNC(=O)CSc2nnc3c(n2)[nH]c2ccc(C)cc23)c1	i	30
COc1ccc(CC(=O)NNC(=O)COc2ccc(Cl)cc2C)cc1S(=O)(=O)N1CCOCC1	i	36
O=C(CCCN1C(=O)/C(=C/c2cccs2)SC1=S)Nc1cc([N+](=O)[O-])ccc1O	i	10
CCc1ccccc1N(CC(=O)NCc1ccco1)C(=O)CCC(=O)Nc1ccccn1	i	26
CC(Sc1nnc(-c2ccccc2F)n1C1CC1)C(=O)NCc1ccco1 (stereo unspecified)	i	34
Cc1ccc(C)c(C(C)NC(=O)c2ccncc2)c1 (stereo unspecified)	i	54
O=C(O)c1nccnc1C(=O)Nc1ccc(Cl)cc1Cl	i	20
COc1ccc(CN2CCCC(CO)(Cc3ccc(F)cc3)C2)cc1C (stereo unspecified)	i	62
Cc1cc(SCC(=O)N/N=C/c2ccc(C(=O)O)cc2)nc2ccccc12	i	32
O=C(CSc1nc2ccccc2s1)NCc1cc([N+](=O)[O-])ccc1O	i	52
CN(CC(=O)Nc1ccc(F)c(F)c1F)C(=O)c1ccc2c(c1)OCCO2	i	40
C[C@@]12C(=O)Nc3ccccc3C(=O)N1[C@H]1c3cc(Br)ccc3OC[C@@H]1[C@@H]2c1ccccc1	i	26
O=C(COC(=O)c1cc[n+]([O-])cc1)NC(=O)c1ccc(OC(F)F)cc1	i	51
COc1ccc(C#Cc2ccc3c(=O)c4ccccc4n(C)c3c2)cc1	i	19
O=C(Nc1ccc2c(c1)CCCN2C(=O)c1ccccc1)c1ccccc1	i	8
CCOC(=O)N1CCN(Cc2nc3cc(NC(=O)c4cccs4)ccc3n2CC)CC1	i	9
CCOC(=O)N1CCN(S(=O)(=O)c2cn(C)c(=O)n(C)c2=O)CC1	i	9
CC(CCN1CCN(c2ccccn2)CC1)c1ccccc1 (stereo unspecified)	i	44
CCC(=O)N1N=C(c2ccccc2)CC1c1ccccc1 (stereo unspecified)	i	61

Single records, as listed above. Screens in order: T cell HTS, T cell HTS vesicle-bound %
`COc1ccc(C#Cc2ccc3c(=O)c4ccccc4n(C)c3c2)cc1` is entered as i, 19
`COc1ccc(CC(=O)NNC(=O)COc2ccc(Cl)cc2C)cc1S(=O)(=O)N1CCOCC1` is entered as i, 36
`CN(CC(=O)Nc1ccc(F)c(F)c1F)C(=O)c1ccc2c(c1)OCCO2` is entered as i, 40
`CCOc1ccc(OCCNC(=O)C(NC(=O)c2c(F)cccc2F)C(C)C)cc1` (stereo unspecified) is entered as i, 13
`COc1cccc(CNC(=O)CSc2nnc3c(n2)[nH]c2ccc(C)cc23)c1` is entered as i, 30

New compounds follow:
SMILES	T cell HTS	T cell HTS vesicle-bound %
Cc1cc2c(cc1S(=O)(=O)CCC(=O)NCc1ccccc1)OCC(=O)N2	i	4
COc1cccc(N2CCN(CC(=O)Nc3nc(C)c(C(=O)N(C)C)s3)CC2)c1	i	61
COC(=O)CCNC(=O)Cc1c(C)n(C(=O)c2ccc(Cl)cc2)c2ccc(OC)cc12	i	34
COC(=O)c1cccc(NC(=O)CSc2nnc(C)o2)c1	i	8
Cc1ccc(N2CC(C(=O)Nc3nnc(SCc4ccccn4)s3)CC2=O)cc1 (stereo unspecified)	i	70
CC(=O)/C=C/c1ccccc1Oc1c(F)c(F)nc(F)c1F	i	23
C[Si](C)(C)n1ccnc1	i	26
COc1cc(OC)cc(C(=O)NNC(=O)CCc2nc3ccccc3c(=O)[nH]2)c1	i	41
O=S(=O)(N/N=C\c1ccc2c(c1)OCO2)c1ccc(F)cc1	i	63
CC(=O)C1=C(O)C(=O)N(c2cccc(Br)c2)C1c1ccccc1Cl (stereo unspecified)	i	36
CC(C)CCN(C(=O)C1CCCC1)c1c(N)n(Cc2ccccc2)c(=O)[nH]c1=O	i	34
Cc1cccc(Nc2nnc(SCC(=O)NCC3CCCO3)s2)c1C (stereo unspecified)	i	50
CN(Cc1ccccc1)C(=O)c1[nH]cnc1C(=O)NC1CCN(C(=O)OC(C)(C)C)CC1	i	31
N#Cc1cccc(NS(=O)(=O)c2ccccc2Cl)c1	i	42
COC(=O)c1cc(Br)ccc1NC(=O)CCNC(=O)c1ccco1	i	26
CCN(C(=O)c1cc2c(=O)n3ccccc3nc2n1C)C1CCCCC1	i	10
NS(=O)(=O)c1cccc(NC(=O)COC(=O)CNC(=O)c2ccc(-c3ccccc3)cc2)c1	i	29
Clc1ccc(CN2C3=NCCCN3c3ccccc32)c(Cl)c1	i	10
COC(=O)[C@@H]1CC(O)CN1C(=O)C12CC3CC(CC(C3)C1)C2 (stereo partly specified)	i	52
CC(=O)N1CCc2c(sc(NC(=O)C3COc4ccccc4O3)c2C(N)=O)C1 (stereo unspecified)	i	20
OC(CN1CCCCC1)Cn1c2ccccc2c2ccccc21 (stereo unspecified)	i	19
CCN(c1ccccc1C(=O)O)S(=O)(=O)c1ccc2[nH]c(=O)[nH]c2c1	i	50
OC1(c2ccc(F)cc2)CCN(Cc2cccnc2)CC1	i	65
Cc1ccc(Nc2nc(N3CCOCC3)nc(N3CCOCC3)n2)cc1C	i	7
CC1(C)Cc2cccc(OCC(=O)N3CCN(c4ccccc4F)CC3)c2O1	i	15
CCCN1CCc2c(sc(NC(=O)c3ccc(S(=O)(=O)N4CCN(C(=O)OCC)CC4)cc3)c2C(N)=O)C1	i	31
O=C(CC1OC(=O)c2ccccc21)Nc1ccc(Cl)c(S(=O)(=O)N2CCCCC2)c1 (stereo unspecified)	i	43
CCCN1CCN(S(=O)(=O)c2ccc(-c3cc(C)no3)s2)CC1	i	38
NC(=O)NC(=O)C(Nc1ccc2c(c1)CCC2)c1ccccc1 (stereo unspecified)	i	22
Cc1ccc(S(N)(=O)=O)cc1NC(=O)c1ccc2c3c(cccc13)CC2	i	57
CCn1nc(C(=O)Nc2ccccc2N2CCCC2)c2ccccc2c1=O	i	10
Cc1ccccc1Nc1c([N+](=O)[O-])ccc2nonc12	i	46
Nc1nc2ccccc2cc1-c1cccs1	i	15
N#CC1(NC(=O)COC(=O)c2cc([N+](=O)[O-])ccc2N2CCOCC2)CCCCC1	i	48
